Compound activity from PubChem BioAssay.
HTRA1 inh = HTRA1 serine protease inhibitors, primary screen, biochemical, fluorescence polarization, HTS; recombinant HTRA1, FP-rhodamine activity-based probe; inhibition, % at 5.96 µM; 340,000 tested, 0.5% active; in the data active = inhibition above about 36%;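 also: 0% = enzyme with DMSO and 100% = wells lacking enzyme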
PRMT1 FP inh = PRMT1 methyltransferase inhibitors, primary screen, biochemical, fluorescence polarization. recombinant PRMT1, activity-based probe fluorescence polarization. inhibition, % at 2.79 µM. 370,000 tested, 1.3% active. Protein arginine N-methyltransferase 1 (Homo sapiens), Q99873;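 active = inhibition above about 21% made by adding two undisclosed values, limit read from the data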
Target sequence (Q99873 whole entry, looked up): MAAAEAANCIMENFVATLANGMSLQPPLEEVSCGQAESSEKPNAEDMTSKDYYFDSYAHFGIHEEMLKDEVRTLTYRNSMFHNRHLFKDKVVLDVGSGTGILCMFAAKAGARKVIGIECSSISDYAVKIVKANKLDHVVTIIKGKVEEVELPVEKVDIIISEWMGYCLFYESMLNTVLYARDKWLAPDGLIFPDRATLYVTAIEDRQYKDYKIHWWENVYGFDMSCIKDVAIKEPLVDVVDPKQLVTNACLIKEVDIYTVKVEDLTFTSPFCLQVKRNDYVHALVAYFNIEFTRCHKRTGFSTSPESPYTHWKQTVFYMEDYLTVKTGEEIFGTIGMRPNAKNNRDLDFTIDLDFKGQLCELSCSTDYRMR
LEDGF integ inh = blockers of LEDGF/p75-dependent integrase strand transfer – biochemical, TR-FRET, high throughput, primary screen. TR-FRET IN-LEDGF/p75 DNA integration, Eu/Cy5. inhibition, % at 3.7 µM. 370,000 tested, 0.64% active;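 active = inhibition above the screen-wide mean plus 3 SD, cut at about 13% in these data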;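 also: signal is the Cy5 over europium emission ratio at 671 and 618 nm; 0% = plate median of compound wells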
UHRF1 MBD2 ctr = UHRF1 methylated DNA binding inhibitors, primary screen, counter-screen for MBD2 inhibitor project, biochemical, TR-FRET, human UHRF1, single concentration; 370,000 tested, 0.75% active; UHRF1 binding to methylated oligo; AID 687016, 2013; inhibition, % at 4.4 µM; E3 ubiquitin-protein ligase UHRF1 (Homo sapiens), Q96T88; in the data active = inhibition above about 21%;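 also: UHRF1 SRA domain binding a hemimethylated CpG hairpin DNA probe; 0% = median of test compound wells and 100% = reference inhibitor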
rCAG binder = binders of r(CAG) RNA repeats, primary screen, biochemical, fluorescence | r(CAG) RNA repeat, TO-PRO-1 dye displacement fluorescence | 370,000 tested, 1.3% active | AID 651821, 2012 | inhibition, % at 3 µM;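 active = inhibition above the plate cutoff, the mean of all test compounds on that plate plus 3 SD, cut at about 35% in these data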;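 also: 0% = DMSO alone and 100% = 100 µM mitoxantrone as full dye displacement; higher means more dye released from RNA so lower well fluorescence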
PG9 binder = binders of HIV-1 gp120 antibody PG9, primary screen, biochemical, TR-FRET. TR-FRET gp120-PG9 antibody binding. 360,000 tested, 0.43% active. inhibition, % at 6.7 µM. HIV-1 gp120 / PG9 antibody interaction. AID 624416, 2012; in the data active = inhibition above about 8.5%
NR1D1 modulator = modulators of Rev-erb alpha DNA binding, primary screen, biochemical, FITC-DNA, fluorescence polarization, uHTS. Rev-erbα–FITC-DNA binding, 90 min. activity, % at 10 µM. 370,000 tested, 0.79% active;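 active = activity above about 14%, limit read from the data; passing the limit was not always enough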;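 also: 0% = DMSO wells with 35 nM protein and 100% = DMSO wells with 750 nM protein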
mABHD4 FP = ABHD4 inhibitors, primary screen, biochemical, fluorescence polarization, mouse; purified mABHD4, FP-Rh probe fluorescence polarization; inhibition, % at 8.92 µM; AID 720543, 2013; 370,000 tested, 0.54% active; (Lyso)-N-acylphosphatidylethanolamine lipase (Mus musculus), Q8VD66;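 active = inhibition exceeding the mean over every tested compound plus 3 SD, cut at about 30% in these data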;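 also: 0% = plate median of compound wells and 100% = S159A mutant with DMSO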
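assay system = mABHD4 protein | compound dosing = single nominal dose of 8.92 µM, 0.89% DMSO final | read-out basis = percent inhibition of probe binding, normalized to plate controls | schedule = Enzyme–compound pre-incubation 45 min, then probe 60 min, both 25 °C | detection = fluorescence polarization, excitation 525 nm, emission 598 nm, BODIPY TMR filters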
MBD2 DNA inh = inhibitors of MBD2 binding to methylated DNA, primary screen, biochemical, TR-FRET, DNA-binding domain, human; AID 686964, 2013; Methyl-CpG-binding domain protein 2 (Homo sapiens), Q9UBB5; 370,000 tested, 0.31% active; MBD2 binding to methylated oligonucleotide; inhibition, % at 4.4 µM; in the data active = inhibition above about 13%
Target sequence (Q9UBB5 whole entry, looked up, the tested form may be a part): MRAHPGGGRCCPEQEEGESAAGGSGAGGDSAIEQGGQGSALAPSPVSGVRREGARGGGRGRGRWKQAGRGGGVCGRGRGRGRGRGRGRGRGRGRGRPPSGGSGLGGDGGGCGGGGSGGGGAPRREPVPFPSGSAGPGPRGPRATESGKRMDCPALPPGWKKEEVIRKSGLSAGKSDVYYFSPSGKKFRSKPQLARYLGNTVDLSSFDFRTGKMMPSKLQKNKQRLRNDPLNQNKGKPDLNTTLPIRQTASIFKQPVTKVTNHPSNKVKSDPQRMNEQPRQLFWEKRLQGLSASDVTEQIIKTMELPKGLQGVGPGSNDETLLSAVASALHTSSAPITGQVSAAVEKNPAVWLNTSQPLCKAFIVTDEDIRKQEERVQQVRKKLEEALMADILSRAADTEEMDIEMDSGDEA
TCR-CD3 inh = inhibitors of human TCR-CD3 interaction, primary screen, biochemical, fluorescence, TAMRA-labeled TCR probe; T-cell receptor (TCR); inhibition, % at 9.4 µM; 360,000 tested, 0.37% active; AID 651800, 2012; in the data active = inhibition above about 19%;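 also: recombinant mutant TCR 2C K166C tagged with TAMRA read by polarization; 0% = receptor in buffer alone and 100% = receptor with positive control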
* hit, by the source's call; · = not tested or not shown.

SMILES	HTRA1 inh	PRMT1 FP inh	LEDGF integ inh	UHRF1 MBD2 ctr	rCAG binder	PG9 binder	NR1D1 modulator	mABHD4 FP	MBD2 DNA inh	TCR-CD3 inh
CC(C)C[C@@H]1CN(CCCC[C@H]2CNC(=O)C(=O)N2CCC2CCCCC2)C(=O)C(=O)N1CC1CCCCC1	·	0	2	0	1	0.0	-8	2	-2	-1
COc1cccc(/C=N/NC(=O)CSc2ccccc2C)c1OC	-7	-2	0	-1	-2	-2.8	9	-3	-5	3
O=C(Cc1ccc([N+](=O)[O-])cc1)Nc1cccnc1	1	-2	-1	-2	1	0.1	-3	-2	-1	5
Cc1ccc(-c2noc(N=O)c2NO)cc1	·	-1	-1	1	0	-0.1	-2	6	-6	-3
O=C(Nc1nc(N2C(=O)c3ccccc3C2=O)n(-c2ccccc2)n1)c1ccc(Cl)cc1	25	-1	-1	3	14	-0.2	4	-5	-1	9
COCCC(=O)N1CCC(Oc2ccc(C(=O)N3CCCCCCC3)cc2)CC1	-3	-1	1	0	-12	1.4	-7	-7	-4	9
COCCNc1nc(Nc2ccc(C)cc2C)c2sc(-c3ccccc3)cc2n1	·	2	-2	2	8	-2.0	3	3	0	-5
C[C@@H]1CN([C@@H](C)CO)C(=O)CCCn2nncc2CO[C@H]1CN(C)C(=O)CCC(F)(F)F	4	-3	6	-2	2	-0.3	-7	4	-4	6
COc1cccc(/C=N/NC(=O)c2cc(-c3cccn3C)n[nH]2)c1O	23	3	-7	17	5	-2.1	1	16	-2	6
COc1ccc(S(=O)(=O)Nc2ccc3c(c2)OCCO3)cc1Cl	-7	-1	0	0	6	0.6	2	-2	5	6
CC(=O)c1ccc(NC(=O)Nc2ccc([N+](=O)[O-])cc2C)cc1	-12	-2	1	-2	8	-0.5	-21	-5	4	6
CCCCCCN1C[C@@H](n2cc(C3CC3)nn2)[C@H](O)C[C@@H]1c1ccc(C)cc1	-21	1	-4	2	-2	-0.2	0	-10	-1	3
COc1cccc(S(=O)(=O)N(C)C[C@@H]2OCc3cnnn3CCCC(=O)N([C@H](C)CO)C[C@@H]2C)c1	4	-1	1	-2	-1	-0.1	-8	3	-3	10
COc1ccc(OCc2n(CC(=O)OC3CC(C)CCC3C(C)C)c3ccccc3[n+]2C)cc1 (configuration not stated)	-5	0	1	-2	15	-0.4	3	16	1	1
CSC1=NCCN1C(=O)c1ccc2ccccc2c1	-4	-2	-2	-1	-2	-2.1	3	-2	-3	3
COc1ccc(Cl)cc1C(=O)NNC(=S)NC1CCCC1	-1	-2	-1	-3	2	-2.3	-4	8	1	9
Cc1nc(N2CCN(S(=O)(=O)c3ccc(F)cc3)CC2)c2c(C)c(C)sc2n1	4	-3	1	2	-2	0.1	1	-4	-1	-1
COc1ccc2c(=O)c(-c3nc(C)cs3)coc2c1	-5	-3	4	-2	5	0.4	-6	-12	1	4
Cc1ccc(-c2c(C#N)c(N)n(-c3ccccc3)c(=O)c2C#N)cc1	8	-2	2	0	2	-1.0	0	-3	2	0
CCn1ccnc1CN(C)C(=O)C1CCC(=O)N(CCc2cccc(F)c2)C1 (configuration not stated)	2	4	-4	1	-6	-0.6	1	3	0	-4
CC1CC(C)CN(S(=O)(=O)c2ccc3c(c2)CC(C)N3C(=O)C2CCC2)C1 (configuration not stated)	-25	4	-2	-2	-5	0.5	-1	1	0	9
O=C(NC(=S)NCc1ccccc1)c1ccc2c(c1)OCO2	-15	-2	1	-1	-3	-1.1	0	-7	3	3
COC(=O)Cc1ccc(NC(=O)c2ccc3c(c2)C(=O)N(Cc2cccnc2)C3=O)cc1	-6	1	-4	2	-4	-1.4	0	0	3	-6
CN1CCOCCOc2ccccc2OCCOCC1	10	-4	3	0	1	-2.6	-3	-3	-1	-4
O=C(NCCc1ccc(Cl)cc1)C1COc2ccccc2O1 (configuration not stated)	-10	6	-3	-1	4	0.6	4	-3	4	-4

Part of the list above, showing only HTRA1 inh, mABHD4 FP and UHRF1 MBD2 ctr:
smiles	HTRA1 inh	mABHD4 FP	UHRF1 MBD2 ctr
Cc1ccc(-c2noc(N=O)c2NO)cc1	·	6	1
O=C(Nc1nc(N2C(=O)c3ccccc3C2=O)n(-c2ccccc2)n1)c1ccc(Cl)cc1	25	-5	3

Later entries.
SMILES	HTRA1 inh	PRMT1 FP inh	LEDGF integ inh	UHRF1 MBD2 ctr	rCAG binder	PG9 binder	NR1D1 modulator	mABHD4 FP	MBD2 DNA inh	TCR-CD3 inh
O=C(NCCc1ccc2c(c1)OCO2)C1CCN(S(=O)(=O)c2ccc(Cl)cc2)CC1	-13	0	1	-2	-3	-1.8	1	-7	-4	2
O=C(O)c1cc(-c2ccc(-c3ccc(F)cc3)o2)nc2ccccc12	2	86*	3	-1	37*	0.6	1	13	1	-1
CCN(CC)S(=O)(=O)c1cc(C(=O)Nc2ccccn2)ccc1C	4	1	1	1	-3	-1.5	-2	0	2	3
O=C(CCN1C(=O)c2cccc([N+](=O)[O-])c2C1=O)NC1CCCCCC1	-2	-2	-3	-2	1	2.7	10	2	-1	-3
COc1ccc(-c2cc(-c3nnc(SCC(=O)Nc4ccc(OCc5ccccc5)cc4)n3N)[nH]n2)cc1	·	-5	2	-2	9	·	-26	-2	-8	·
C=CCn1c(CCc2cc(C(C)(C)C)c(O)c(C(C)(C)C)c2)n[nH]c1=S	-21	6	-1	-1	-3	0.6	8	-5	-1	5
NNC(=O)C(Cc1ccc(O)cc1)N1Cc2ccccc2C1=O (configuration not stated)	-9	-1	-4	13	4	0.1	-1	-14	-3	8
Cc1cccc(-c2cccc3c4c([nH]c23)[C@@H]2C[C@H](N(C)C(=O)Nc3ccccc3)[C@H]([C@H](C)O)C(=O)N2CC4)c1	·	-3	7	-1	21	·	6	-23	-6	·
COc1ccc(/C=C(\NC(=O)c2ccc(OC)c(OC)c2)C(=O)NCCc2c[nH]c3ccccc23)cc1	-12	-3	-3	16	4	1.0	0	2	1	1
Oc1c(C(c2ccco2)N2CCN(C(c3ccccc3)c3ccccc3)CC2)sc2ncnn12 (configuration not stated)	-23	12	6	-2	14	-2.0	-1	11	-5	10
Cc1cc(Cl)ccc1OCC(=O)Nc1cccnc1	2	-1	12	4	0	-2.6	-4	-2	-6	-2
COc1ccc(C(C(=O)NC(C)(C)C)N(C(=O)CNC(=O)c2cccs2)c2ccc(C)cc2)cc1OC (configuration not stated)	33	-3	0	-2	-7	0.4	1	1	2	-1
CCN1CCN(C(=S)Nc2sc(C)c(-c3ccccc3)c2C(=O)OC)CC1	-17	0	1	1	1	-0.6	7	-3	2	4
Cc1ccc(C(=O)NCCc2nnc3ccc(SCC(=O)Nc4cc(C)on4)nn23)cc1	-1	-6	3	0	-1	0.1	-1	-1	-6	3
CCN1C(=O)[C@H]2[C@H]3CN=C(SCC(=O)c4ccccc4)N3[C@@](CC)(C(=O)OC)[C@H]2C1=O	0	69*	-3	1	3	-0.2	2	1	-5	-7
CS(=O)(=O)N(CC(=O)NC1CCCC1)c1ccc2c(c1)OCCO2	1	1	3	0	0	0.7	-6	-2	1	2
O=C(NCCCN1CCOCC1)c1ccccc1	2	1	-2	0	1	-1.3	10	-3	2	-5
O=C(NCC(=O)N(Cc1ccco1)C(C(=O)NC1CCCC1)c1ccncc1)c1cccs1 (configuration not stated)	4	3	3	8	5	-0.7	-7	1	2	-9
COc1ccccc1N1CCN(S(=O)(=O)c2c(C)[nH]c(C)c2C(=O)N2CCCCC2)CC1	5	-6	-2	-2	-6	-1.2	-4	1	-1	5
CCNC(=O)N1CCN(c2ccc(N3CCN(C(=O)NCC)[C@H](C)C3)c(C)c2)[C@H](C)C1	·	-2	-2	1	0	-2.7	-3	4	0	-10
COC(=O)c1ccc(CNC(=O)COC(=O)CNS(=O)(=O)c2ccc(C)cc2)cc1	0	-6	2	-1	3	1.3	8	-2	0	-4
Clc1cccc(Oc2ncccn2)c1	9	-1	1	-3	-2	-1.7	-8	1	-4	-1
COc1ccc(S(=O)(=O)N2CCCCCC2)cc1NC(=O)c1ccccc1	-13	-3	0	4	-3	0.1	1	2	-1	12
COc1ccccc1CNC(=O)c1ccc2nc3[nH]c4ccccc4c3nc2c1	-87	-3	0	-7	15	-3.0	5	-84	-12	9
Cc1c(C(=O)N/N=C/c2ccncc2)nnn1-c1nonc1N	4	1	-3	2	-3	-1.1	3	7	1	-5
Cc1cccnc1C1=NOC(Cc2ccccc2)C(=O)N1Cc1ccccc1F (configuration not stated)	·	-8	3	0	0	0.6	3	-6	-2	11
CCN(CC)S(=O)(=O)c1ccc(NC(=O)[C@@H](NC(=O)c2cc(OC)cc(OC)c2)C(C)C)cc1	-9	1	-6	1	6	1.0	0	-2	2	0
CC(=O)NCCC(=O)N1CCCC(N(C)CCc2ccccc2)C1 (configuration not stated)	6	-1	1	-1	-1	-1.7	-8	2	2	-4
Cc1cc(F)ccc1S(=O)(=O)N1CCCOC1CNC(=O)C(=O)NCc1ccco1 (configuration not stated)	6	-3	0	-5	-3	0.5	2	6	-4	6
CC(C)CN(C(=O)COC(=O)c1ccccc1Sc1ccccc1C#N)C1CCS(=O)(=O)C1 (configuration not stated)	0	3	1	-3	4	-2.2	-1	-3	-7	3
COc1ccc(CCNc2oc(-c3ccco3)nc2C#N)cc1	-9	0	3	-1	-3	-1.8	-2	-1	1	-4
CCC(C)c1ccccc1NC(=O)COC(=O)C1=COCCO1 (configuration not stated)	-5	1	-2	1	-4	-0.1	0	3	-1	-3
COc1cc(-c2cnc3c(NC(C)=O)cc(-c4ccc(N5CCN(C)CC5)cc4)cn23)cc(OC)c1OC	·	2	0	-1	7	-2.1	-1	0	-1	-8
Clc1ccccc1/C=C/c1ccnc2ccccc12	-54	3	-2	-1	7	-1.5	-4	-4	4	2
COc1ccccc1CNS(=O)(=O)c1cccs1	0	-1	2	8	-3	-2.0	5	-5	5	-12
CCOC(=O)/C=C/c1cnn(-c2ccccc2)c1	-2	2	-2	2	-5	1.5	9	-2	1	-2
CN(c1ccc(C(=O)Nc2cccc([N+](=O)[O-])c2)cc1)S(C)(=O)=O	-4	-4	1	1	0	1.2	-4	-1	3	5
CCCCSc1nc2sc3c(c2c(=O)[nH]1)CC(C)(CC)OC3 (configuration not stated)	1	2	6	1	1	3.0	-10	0	-3	-8
Cc1ccc(NC(=O)CN(C)C(=O)c2cc(-c3cccs3)nn2-c2ccccc2)cc1	-2	-1	1	-2	1	-1.0	-1	6	-3	0

Not all compounds are listed. The share of hits here may be higher or lower than overall.
